# Screening data as filed in PubChem.
# UHRF1 binding = blocks human UHRF1 binding to methylated DNA | inhibition, % at 4.4 µM | UHRF1 binding to methylated oligo, TR-FRET | 0.75% of 370,000 active; in the data active means inhibition above about 21%;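 further: UHRF1 SRA domain binding a hemimethylated CpG hairpin DNA probe; 0% = median of test compound wells and 100% = reference inhibitor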
# TCR CD3 inh = inhibitors of human TCR-CD3 interaction; 0.37% of 360,000 active; AID 651800; inhibition, % at 9.4 µM; TAMRA-labeled TCR probe fluorescence, biochemical; in the data active means inhibition above about 19%;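 further: recombinant mutant TCR 2C K166C tagged with TAMRA read by polarization; 0% = receptor in buffer alone and 100% = receptor with positive control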
# ABHD4 inh = inhibitors of mouse ABHD4; inhibition, % at 8.92 µM; AID 720543; 0.54% of 370,000 active; purified mABHD4, FP-Rh probe fluorescence polarization; Q8VD66;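 active means inhibition exceeding the mean over every tested compound plus 3 SD, cut at about 30% in these data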;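 further: 0% = plate median of compound wells and 100% = S159A mutant with DMSO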
# Target sequence (Q8VD66 whole entry, looked up): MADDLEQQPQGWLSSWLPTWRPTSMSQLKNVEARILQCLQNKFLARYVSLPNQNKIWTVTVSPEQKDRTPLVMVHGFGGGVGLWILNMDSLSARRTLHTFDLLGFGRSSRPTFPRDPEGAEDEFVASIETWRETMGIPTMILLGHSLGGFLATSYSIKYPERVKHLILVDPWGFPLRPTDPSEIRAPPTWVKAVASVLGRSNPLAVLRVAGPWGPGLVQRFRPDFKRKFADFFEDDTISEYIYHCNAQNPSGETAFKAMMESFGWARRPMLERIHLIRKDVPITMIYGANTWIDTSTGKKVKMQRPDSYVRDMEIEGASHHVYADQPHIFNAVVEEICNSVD
#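 Test system: mouse ABHD4 enzyme, wild type. Reagent: FP-Rh fluorescent activity-based probe, added after compound pre-incubation. Timing: pre-incubation 45 min, probe exposure 60 min, at 25 °C. Technique: FP readout, ex 525 nm / em 598 nm. Benchmarks: high control S159A mutant with DMSO, low control median of compound wells.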
# PG9 Ab binder = PG9 antibody binding by small molecule. TR-FRET gp120-PG9 antibody binding. inhibition, % at 6.7 µM. 0.43% of 360,000 active; in the data active means inhibition above about 8.5%
# PRMT1 FP inh = PRMT1 (human) inhibition, primary screen; Q99873; recombinant PRMT1, activity-based probe fluorescence polarization; inhibition, % at 2.79 µM; 1.3% of 370,000 active;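 active means inhibition above about 21% made by adding two undisclosed values, limit read from the data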
# Target sequence (Q99873 whole entry, looked up): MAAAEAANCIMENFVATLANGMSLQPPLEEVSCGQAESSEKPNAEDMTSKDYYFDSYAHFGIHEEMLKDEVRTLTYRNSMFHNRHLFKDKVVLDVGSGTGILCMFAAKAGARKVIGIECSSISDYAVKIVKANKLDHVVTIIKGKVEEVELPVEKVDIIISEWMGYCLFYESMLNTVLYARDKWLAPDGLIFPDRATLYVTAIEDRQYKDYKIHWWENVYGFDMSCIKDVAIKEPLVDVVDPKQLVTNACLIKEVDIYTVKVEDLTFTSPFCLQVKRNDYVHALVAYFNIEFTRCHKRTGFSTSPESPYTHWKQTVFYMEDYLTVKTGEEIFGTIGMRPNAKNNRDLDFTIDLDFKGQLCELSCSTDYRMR
# Rev-erbA mod = modulators of human Rev-erb alpha DNA binding. 0.79% of 370,000 active. activity, % at 10 µM. P20393. AID 1259318. Rev-erbα–FITC-DNA binding, fluorescence polarization, 90 min;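 active means activity above about 14%, limit read from the data; passing the limit was not always enough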;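 further: 0% = DMSO wells with 35 nM protein and 100% = DMSO wells with 750 nM protein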
# HTRA1 inhibitor = inhibitors of human serine peptidase HTRA1. inhibition, % at 5.96 µM. recombinant HTRA1, FP-rhodamine activity-based probe, fluorescence polarization. 0.5% of 340,000 active. Q92743; in the data active means inhibition above about 36%;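 further: 0% = enzyme with DMSO and 100% = wells lacking enzyme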
# rCAG binder = r(CAG) repeat RNA binding; TO-PRO-1 dye displacement fluorescence; inhibition, % at 3 µM; 1.3% of 370,000 active; AID 651821;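 active means inhibition above the plate cutoff, the mean of all test compounds on that plate plus 3 SD, cut at about 35% in these data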;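 further: 0% = DMSO alone and 100% = 100 µM mitoxantrone as full dye displacement; higher means more dye released from RNA so lower well fluorescence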
# LEDGF integ inh = blocks HIV-1 LEDGF/p75-dependent DNA integration. 0.64% of 370,000 active. TR-FRET IN-LEDGF/p75 DNA integration, Eu/Cy5. inhibition, % at 3.7 µM;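 active means inhibition above the screen-wide mean plus 3 SD, cut at about 13% in these data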;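 further: signal is the Cy5 over europium emission ratio at 671 and 618 nm; 0% = plate median of compound wells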
# MBD2 DNA inh = blocks human MBD2 binding to methylated DNA | Q9UBB5 | TR-FRET, MBD2 binding to methylated oligonucleotide | inhibition, % at 4.4 µM | 0.31% of 370,000 active | AID 686964; in the data active means inhibition above about 13%
# * = called active by the depositor; . = no result given.
Molecule	UHRF1 binding	TCR CD3 inh	ABHD4 inh	PG9 Ab binder	PRMT1 FP inh	Rev-erbA mod	HTRA1 inhibitor	rCAG binder	LEDGF integ inh	MBD2 DNA inh
COCCN(C(=O)Cc1cccs1)C(C(=O)NC1CCCC1)c1ccc(OC)c(OC)c1 (stereo unspecified)	7	-1	4	-0.2	1	-3	-1	-6	1	5
CCN(CC)C1Oc2cc3c(cc2C(c2cc(OC)c(O)c(OC)c2)C1C)OCO3 (stereo unspecified)	0	0	-5	0.2	-3	2	2	3	4	-4
O=C(CSc1oc(-c2ccccc2)nc1S(=O)(=O)c1ccccc1)NCC1CCCO1 (stereo unspecified)	2	-1	1	-2.0	3	2	-3	-3	-3	1
CCc1c(C)c2nncn2[nH]c1=O	-1	6	4	-2.3	-4	5	-2	-1	-2	1
CCc1ncc(/C=C2\C(=O)Nc3ccccc32)[nH]1	-1	1	-1	-8.8	-7	-5	-1	1	1	3
O=C(c1cc(-c2ccc(Cl)cc2)nc2ccccc12)N1CCC1	-1	-2	-1	-2.7	-3	-2	1	-2	-3	2
Cc1c(/C=C(\C#N)c2nn(-c3ccccc3)c(N)c2C#N)c2ccccc2n1Cc1ccc(F)cc1	1	3	-3	1.4	0	10	-6	3	-2	-11
Cc1ccc(S(=O)(=O)c2nc(-c3ccc(F)cc3)oc2SCC(N)=O)cc1	6	-2	1	-0.4	-1	1	-19	2	1	-2
COc1cccc(Sc2nc(-c3ccccc3)ncc2S(C)(=O)=O)c1	1	4	0	-1.2	1	5	-9	4	4	-1
O=C(Nc1ncn[nH]1)c1ccc(S(=O)(=O)N2CCOCC2)cc1	0	-9	0	2.6	4	-2	3	-2	-5	2
Cc1snc(SCC(=O)N/N=C(\N)COc2cccc(C(F)(F)F)c2)c1C#N	-1	1	1	1.0	6	4	-2	-1	0	1
CC(C)C[C@H](NC(=O)c1[nH]cnc1C(=O)N[C@H](C)c1ccccc1)C(=O)OC(C)(C)C	-4	0	-21	0.0	0	-2	-27	-5	4	3
O=C(CN1C(=O)NC2(CCc3ccccc3C2)C1=O)Nc1ccc(F)cc1 (stereo unspecified)	0	1	2	-0.4	-1	4	-6	-4	-1	-4
Cc1cc(NC(=O)CSCC(=O)Nc2cc(C(F)(F)F)ccc2N2CCOCC2)no1	-2	0	-2	1.2	1	3	9	3	1	-2
Cc1c(C)n2c(SCC(=O)N3CCN(c4ccccc4)CC3)nnc2[nH]c1=O	3	-9	6	-1.5	2	-3	-4	4	-7	-2
COc1cc(OC)cc(-c2c(-c3cccs3)c3cc(-c4ccc(OC)c(F)c4)ccc3n2C)c1	1	-2	-7	-2.1	5	0	3	23	6	8
CCCCc1ccc(S(=O)(=O)Nc2ccc(C)c(NS(C)(=O)=O)c2)cc1	2	1	0	0.0	-3	-1	.	7	1	-2
COc1ccccc1N1CCN(C(C)C(=O)Nc2ccc(S(=O)(=O)N3CCOCC3)cc2)CC1 (stereo unspecified)	-1	-5	3	-0.1	1	1	1	-4	0	0
Cc1ccc(N(C(=O)c2nsc(Cl)c2Cl)C(C(=O)NC2CCCC2)c2ccc(O)cc2)cc1C (stereo unspecified)	1	-6	-32	-0.5	0	3	-27	7	3	5
CCCn1nc(NS(=O)(=O)c2ccc(F)cc2)c2cc3ccccc3nc21	-1	3	-1	-1.0	0	2	7	31	4	-4
Cc1cc(C)c(OCC(=O)Nc2nc(-c3ccccn3)cs2)c(C)c1	4	-4	-7	-2.3	-3	2	-1	0	10	-6
Cc1cc2ccccn2c1C(=O)c1ccc([N+](=O)[O-])cc1[N+](=O)[O-]	-2	-4	-1	-1.6	2	0	9	0	-1	4
O=S(=O)(c1ccc(CN2CCOCCOCCN(Cc3ccc(S(=O)(=O)C(F)(F)F)cc3)CCOCC2)cc1)C(F)(F)F	0	.	5	.	-3	-1	.	.	1	1
O=C(NCc1cccs1)c1ccc([N+](=O)[O-])cc1Cl	0	8	-3	-2.2	-2	1	2	1	0	-3
O=C(O)CSC1=NC(=Nc2cccc(Cl)c2)C2(CCCCC2)N1c1ccccc1	3	-4	0	1.6	4	0	4	-6	-10	3
CC(C)N(Cc1ccccc1)C(=O)CN1C(=O)COc2ccc(S(=O)(=O)N3CCCCCC3)cc21	-2	-6	-1	-0.9	1	2	-17	-3	-1	1
CCCNC(=O)CSc1ccc(S(=O)(=O)N2CCCCC2)cn1	-4	6	1	-0.5	-1	7	3	2	4	3
COc1ccc(-c2cc3nc(NCc4ccc(NC(C)=O)cc4)n(C)c(=O)c3s2)cc1OC	-2	-2	-5	0.4	-3	0	.	4	-2	-5
COc1cccc(N(CC(=O)NC2CCCC2)C(=O)CCC(=O)Nc2cc(C)on2)c1	0	0	-4	-0.7	-2	1	-1	-5	-1	4
CCN(CC)c1ccc(C(=O)NNC(=O)CN2C(=O)NC(C)(c3ccccc3)C2=O)cc1 (stereo unspecified)	-1	4	4	-2.2	-3	-4	-3	-3	1	4

# (list continues)
# The line under a structure holds: UHRF1 binding, TCR CD3 inh, ABHD4 inh, PG9 Ab binder, PRMT1 FP inh, Rev-erbA mod, HTRA1 inhibitor, rCAG binder, LEDGF integ inh, MBD2 DNA inh
> Cc1ccc([C@H]2N[C@]3(CCCN(Cc4ccco4)C3=O)[C@H]3C(=O)N(C)C(=O)[C@@H]23)cc1
    -2, 11, -1, 3.0, 0, 5, 2, 8, 4, -1
> COC(=O)c1ccc2nc(NC(=O)CN3C(=O)CCC3=O)sc2c1
    10, 9, 9, 0.0, 2, -1, 1, 5, -3, 0
> O=C(C1CCOCC1)N1CCCC(N2CCN(c3ccc(F)cc3)CC2)C1 (stereo unspecified)
    -1, 1, 6, -1.0, 3, 5, -6, -3, -2, 0
> O=C(NC1CCCC1)c1cc(-c2cccc(Cl)c2)on1
    -2, 3, -8, 1.1, -1, -1, -14, -5, -1, -3
> O=C(Cn1nc(Cl)nc1Cl)Nc1ccccc1
    -3, 2, 4, 0.6, 0, -3, -6, -1, -3, 2
> CN1NC(c2ccccc2)NN(C)C1=O
    -3, -12, -2, 0.5, 5, -3, ., 1, 5, 5
> Cn1c(SCC(=O)N/N=C/C=C\c2ccco2)nc2ccccc21
    -3, 17, 8, -4.5, 11, -5, 0, 10, 6, 3
> CCN(CC)CCN(C(=O)c1ccc([N+](=O)[O-])cc1)c1nc2c(OC)cccc2s1
    5, -5, -8, 1.2, -2, 2, 6, -2, 4, -2
> NC(=O)C1CCN(c2nc(-c3ccc4c(c3)CCO4)cs2)CC1
    3, ., -3, ., -3, 0, ., ., -1, 1
> Cc1sc2ncnc(NC(C)C(=O)O)c2c1C (stereo unspecified)
    3, 0, -8, -2.2, -2, -1, 5, 2, 7, 2

# A portion taken from the entries so far, as a working copy:
# The line under a structure holds: UHRF1 binding, TCR CD3 inh, ABHD4 inh, PG9 Ab binder, PRMT1 FP inh, Rev-erbA mod, HTRA1 inhibitor, rCAG binder, LEDGF integ inh, MBD2 DNA inh
> Cn1c(SCC(=O)N/N=C/C=C\c2ccco2)nc2ccccc21
    -3, 17, 8, -4.5, 11, -5, 0, 10, 6, 3
> CCN(CC)CCN(C(=O)c1ccc([N+](=O)[O-])cc1)c1nc2c(OC)cccc2s1
    5, -5, -8, 1.2, -2, 2, 6, -2, 4, -2
> NC(=O)C1CCN(c2nc(-c3ccc4c(c3)CCO4)cs2)CC1
    3, ., -3, ., -3, 0, ., ., -1, 1
> Cc1sc2ncnc(NC(C)C(=O)O)c2c1C (stereo unspecified)
    3, 0, -8, -2.2, -2, -1, 5, 2, 7, 2

# The results go on.
# The line under a structure holds: UHRF1 binding, TCR CD3 inh, ABHD4 inh, PG9 Ab binder, PRMT1 FP inh, Rev-erbA mod, HTRA1 inhibitor, rCAG binder, LEDGF integ inh, MBD2 DNA inh
> Cc1c(OCc2ccccc2)cccc1OCc1ccccc1
    1, 8, 1, -1.8, 1, 4, -5, 0, 2, -2
> CCN(CC)c1ccc(NC(=O)/C=C/c2cc(Br)ccc2OC)cc1
    1, 3, 12, -0.6, 0, -2, 12, 12, 0, -2
> Cc1ccc(-n2c(=O)c3cc4c(=O)n(-c5ccc(C)c(C)c5)c(=O)c4c(C(=O)c4ccc(C(=O)O)cc4)c3c2=O)cc1C
    4, -8, -7, -2.4, -4, 0, 0, 5, 5, 2
> Cc1nc(SCC(=O)NCCc2ccccc2)n[nH]1
    -2, 3, -2, -0.5, -1, -3, 1, -1, 0, -6
> CCOC(=O)C1=C(N)Oc2cc(C)n(C)c(=O)c2C1c1ccncc1 (stereo unspecified)
    0, 5, -1, 0.2, 2, 4, -6, -3, -1, -11
> Cc1ccc(S(=O)(=O)N2CCOCC2)cc1NC(=O)CSc1ncccn1
    3, -5, -3, 0.1, 1, -1, -2, 2, -2, 0
> CC1(C)Oc2ccc3ccc(=O)oc3c2/C(=C/NNC(N)=O)C1=O
    -9, 9, 10, -4.4, -3, 4, 21, -2, 3, -11
> FC(F)(F)c1cc(-c2ccccc2)nc(N2CCOCC2)n1
    -1, 0, 19, -1.4, -4, 2, -10, -6, -1, -3
> CC(C)(C)C1=NN(c2ccc([N+](=O)[O-])cc2)C(c2ccccc2)C1 (stereo unspecified)
    5, 3, -9, -0.3, 2, -3, -64, -1, -3, 3
> CC1(c2nnc(-c3cccc(Cl)c3)o2)CC(c2ccccc2Br)=NO1 (stereo unspecified)
    4, -5, -11, 0.1, 0, 5, -25, 0, 0, 0

# In the list so far, these contain a COOH group:
# The line under a structure holds: UHRF1 binding, TCR CD3 inh, ABHD4 inh, PG9 Ab binder, PRMT1 FP inh, Rev-erbA mod, HTRA1 inhibitor, rCAG binder, LEDGF integ inh, MBD2 DNA inh
> O=C(O)CSC1=NC(=Nc2cccc(Cl)c2)C2(CCCCC2)N1c1ccccc1
    3, -4, 0, 1.6, 4, 0, 4, -6, -10, 3
> Cc1sc2ncnc(NC(C)C(=O)O)c2c1C (stereo unspecified)
    3, 0, -8, -2.2, -2, -1, 5, 2, 7, 2
> Cc1ccc(-n2c(=O)c3cc4c(=O)n(-c5ccc(C)c(C)c5)c(=O)c4c(C(=O)c4ccc(C(=O)O)cc4)c3c2=O)cc1C
    4, -8, -7, -2.4, -4, 0, 0, 5, 5, 2

# The list goes on:
# The line under a structure holds: UHRF1 binding, TCR CD3 inh, ABHD4 inh, PG9 Ab binder, PRMT1 FP inh, Rev-erbA mod, HTRA1 inhibitor, rCAG binder, LEDGF integ inh, MBD2 DNA inh
> S=c1[nH]nc(-c2ccc(Cl)cc2Cl)n1-c1ccccc1
    0, 12, -4, -1.1, 4, -2, -6, 4, 4, 1
> CCC(C)(C)C1CCc2[nH]nc(C(=O)NCc3ccc(OC)cc3)c2C1 (stereo unspecified)
    1, -3, -3, -1.0, 2, 0, -21, 0, 2, -3
> O=C1NCCCC1C(=O)N1CCN(C(c2ccccc2)c2ccccc2)CC1 (stereo unspecified)
    0, -5, 4, -2.3, 2, 2, 4, -9, -2, 2
> O=C(O)Cc1n[nH]c(=O)c2ccccc12
    -1, -3, 10, 0.1, 5, 0, 7, -1, -4, 4
> COc1c(C(=O)Nc2ccccc2N2CCOCC2)cc2ccccc2c1Br
    2, -4, 7, -0.2, -1, 4, -5, 0, 1, -5
> CN(C)c1cccc(NC(=O)c2cccc3ccccc23)c1
    -4, 4, 2, -0.4, -7, -8, 0, 2, 2, -4

# A portion of the library; count on the stated rates, not on these rows.
